Source: PubChem
ASM inhibitor: blocks human secretory acid sphingomyelinase; placental ASM, HMU-PC fluorogenic substrate, 60 min; Potency, µM (series often up to 57.5 µM), inactives show top-dose activity change, negative = inhibition, hits mostly inhibitors; P17405; 0.006% of 340,000 active; further: potency means the concentration at half of the fitted maximal effect
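Fluorescence read-out (Ex 386 nm, Em 447 nm) after stopping the reaction at pH 10. Enzyme: ASM from human placenta; substrate HMU-PC0, 9 uM final; 60 min, 37 °C. Compound preincubation 10 min, ambient temperature.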
Eya2 inh: inhibitors of human Eya2 phosphatase activity; O00167; recombinant Eya2, OMFP fluorescence dephosphorylation (OMFP is methylfluorescein phosphate); Potency, µM (top dose mostly 76.9 µM), for the others: top-dose activity, negative = inhibition, actives largely listed as inhibitors; 0.006% of 330,000 active; AID 488837; further: potency means the concentration at half of the fitted maximal effect; on the % scale 0 is the no-effect control and ±100 the full control effect
Target sequence (O00167 whole entry, looked up): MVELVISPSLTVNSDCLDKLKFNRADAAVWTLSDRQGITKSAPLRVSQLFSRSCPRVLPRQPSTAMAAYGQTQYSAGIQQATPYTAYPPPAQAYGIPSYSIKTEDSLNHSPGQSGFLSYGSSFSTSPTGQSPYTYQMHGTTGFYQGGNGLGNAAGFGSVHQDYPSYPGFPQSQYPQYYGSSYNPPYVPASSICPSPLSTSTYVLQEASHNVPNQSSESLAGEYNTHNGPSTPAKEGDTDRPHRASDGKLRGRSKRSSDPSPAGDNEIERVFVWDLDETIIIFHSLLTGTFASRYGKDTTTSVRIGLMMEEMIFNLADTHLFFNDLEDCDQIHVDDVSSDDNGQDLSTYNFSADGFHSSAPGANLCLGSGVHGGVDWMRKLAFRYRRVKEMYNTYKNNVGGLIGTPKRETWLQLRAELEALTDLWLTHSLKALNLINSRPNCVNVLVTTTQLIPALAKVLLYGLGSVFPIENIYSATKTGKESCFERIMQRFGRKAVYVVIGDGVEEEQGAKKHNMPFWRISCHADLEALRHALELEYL
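Eya2 protein (added as 0.2 uM solution) was preincubated with compound for 10 min at ambient temperature in 50 mM HEPES pH 7.5, 50 mM NaCl, 5 uM MgCl2, 0.05% BSA, 1 mM DTT. OMFP (added at 50 uM) then reacted 10 min; fluorescence read at 485/525 nm.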
Integrin act MD: integrin-mediated muscular dystrophy alleviation activation; alpha7betagal myoblasts, beta-gal FDG fluorescence, 48 h; AID 624291; Potency, µM (series often up to 38.3 µM), inactives show top-dose activation, actives largely listed as activators; 0.064% of 350,000 active;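 further: potency means the concentration at half of the fitted maximal effect; 100% = response of the positive control SU9516; nearly all actives have a fitted effect of over 60% in size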
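alpha7betagal+/- myoblasts (passage 13, 250/well) treated 48 h at 37C with compounds at 1:260 dilution of DMSO stock. Lysed, then beta-galactosidase activity read as FDG fluorescence (ex 480/em 540) after 30 min, with pre-read for autofluorescence.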
TCR activator: activates T cell receptor signaling. primary human leukocytes, anti-CD3, IL-2 HTRF, 48 h. Potency, µM (highest dose often 9.22 µM), for the others: top-dose activation of IL-2 secretion, hits mostly activators. 330,000 tested, under 10 active; further: % of control where 0% means no effect
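HTRF read-out of IL-2 secretion: europium cryptate donor excited at 320nm, d2 acceptor emission at 665nm. Cells were primary human leukocytes incubated 48 hr with compounds and a-CD3 beads, supplying TCR signal only.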
Mito fusion yeast: inhibitors of mitochondrial division or activators of mitochondrial fusion; S. cerevisiae fusion-defective mutant growth rescue, CellTiterGlo 48 h; Potency, µM (series often up to 46.1 µM), for the others: at the highest dose growth rescue (activation), usual class: activators; 0.23% of 320,000 active; AID 485298;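 further: potency means the concentration at half of the fitted maximal effect; % of control where 0% means no effect; nearly all actives have a fitted effect of over 45% in size; temperature-sensitive fusion mutants such as fzo1-1 at 37 °C on non-fermentable ethanol glycerol medium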
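Luminescent cell viability in 1536-well qHTS format served as the measure of rescued growth in ts fusion-mutant S. cerevisiae cultured on non-fermentable YPEG for 48 hours at 37C.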
TSHR antag: human thyrotropin receptor antagonism. P16473. TSHR-expressing cells, TSH-stimulated cAMP HTRF, 2 h; stronger effect = lower value. 0.2% of 330,000 active. AID 504810. activity change, negative = inhibition, % at 11.5 µM;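 active means activity change below a set negative limit, meaning inhibition stronger than a set level, cut at about -70% in these data; inconclusive means activity change between two set negative limits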; further: on the % scale 0 is the no-effect control and ±100 the full control effect
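Competitive HTRF cAMP read-out (cryptate anti-cAMP antibody, cAMP-d2; 30 min, room temperature) in freshly harvested TSHR cells. Compounds added before TSH at EC80 (4nM final), followed by 2 hours' incubation at 37 deg C.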
ELG1 DNA repair: ELG1-dependent DNA repair inhibition; HEK293T ELG1-luciferase reporter, luminescence, 16 h; DNA damage induced by 5-fluorouridine; Potency, µM (doses to about 46.1 µM), without a hit: top-dose activity change, negative = inhibition, hits mostly inhibitors; 2.3% of 330,000 active; AID 504467; further: potency means the concentration at half of the fitted maximal effect; on the % scale 0 is the no-effect control and ±100 the full control effect; nearly all actives have a fitted effect of over 55% in size
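In this reporter screen, reduction of luminescence relative to DMSO vehicle indicated activity. Compounds and 5-fluorouridine were added together to 2,000 cells per well, incubated for 16 hr at 37 °C, then developed with ONE-Glo.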
Chronic BCR inh: chronic active BCR signaling inhibition | ABC-DLBCL IkBa-CBG/CBR reporter, luminescence ratio, 4 h | Potency, µM (doses to about 46.1 µM), without a hit: at the highest dose ratio change, negative = lower green/red ratio, most hits filed as inhibitors | 0.05% of 340,000 active | AID 493014; active means well fitted inhibition curve with a large enough effect in the signal ratio, with a control signal flat, not every such curve was filed as active; inconclusive means small, poorly fitted or top-dose-only effect, or effect the other way, or a change in a side signal; the % refers to the signal ratio;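 further: potency means the concentration at half of the fitted maximal effect; plate controls were basal doxycycline-induced cells for no effect and cells given 10 µM MG132 for full effect; MG132 reads +100%, hits lower the ratio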
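Compounds up to 46 uM were incubated four hours with TMD8 cells whose green CBG68 luciferase is fused to IkappaBalpha; red CBR luminescence normalised the signal, and concentration-effect curves were fitted to fusion, red and ratio data.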
A-T KAP1 phos: potential ataxia-telangiectasia treatments restoring KAP-1 phosphorylation; Potency, µM (top dose mostly 57.5 µM), without a hit: at the highest dose activation, actives largely listed as activators; […] A-T fibroblasts, KAP-1 phosphorylation AlphaLISA; neocarzinostatin DNA damage 30 min before lysis; AID 485349; 0.19% of 320,000 active; further: potency means the concentration at half of the fitted maximal effect; % of control where 0% means no effect; nearly all actives have a fitted effect of over 45% in size
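hTERT-immortalized A-T patient fibroblasts ([…]), 500 cells/well in OPTI-MEM, 1% FBS, got compounds for 60 min, then NCS for 30 min at 37C. Lysates were then assayed for phospho-KAP-1 by AlphaLISA (anti-pKAP1 donor, anti-KAP1 acceptor beads), 6 hr at 25C.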
TSG101-PTAP inh: blocks PTAP/TSG101 interaction to inhibit HIV-1 budding. Q99816. Fluorescence polarization, FITC-PTAP peptide / Tsg101 binding. Potency, µM (top dose mostly 115 µM), inactives show at the highest dose activity change, negative = inhibition, most hits filed as inhibitors. 340,000 tested, under 10 active; active means well fitted inhibition curve with a large enough effect in the main read-out, with a control signal flat, not every such curve was filed as active; inconclusive means small, poorly fitted or top-dose-only effect, or effect the other way, or a change in a side signal; inactive means no such curve, though single readings can be large or run the other way; further: potency means the concentration at half of the fitted maximal effect; % of control where 0% means no effect
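Fluorescence polarization binding of Tsg101 binding domain (10 uM final) to FITC-labeled PTAP peptide (50 nM final) in HEPES pH 7.5 buffer with NaCl, Tween 20, EDTA, TCEP. Compounds added before peptide; binding 20 min at RT.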
Tb PFK block: blocks T. brucei phosphofructokinase; O15648; T. brucei PFK, ADP-Glo luminescence; 0.17% of 330,000 active; Potency, µM (titrated, usually from 57.5 µM), for inactives: at the highest dose activity, negative = inhibition, most hits filed as inhibitors;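 further: potency means the concentration at half of the fitted maximal effect; 0% = uninhibited 1x PFK enzyme wells and -100% = no-enzyme wells; nearly all actives have a fitted effect of over 60% in size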
Target sequence (O15648 whole entry, looked up): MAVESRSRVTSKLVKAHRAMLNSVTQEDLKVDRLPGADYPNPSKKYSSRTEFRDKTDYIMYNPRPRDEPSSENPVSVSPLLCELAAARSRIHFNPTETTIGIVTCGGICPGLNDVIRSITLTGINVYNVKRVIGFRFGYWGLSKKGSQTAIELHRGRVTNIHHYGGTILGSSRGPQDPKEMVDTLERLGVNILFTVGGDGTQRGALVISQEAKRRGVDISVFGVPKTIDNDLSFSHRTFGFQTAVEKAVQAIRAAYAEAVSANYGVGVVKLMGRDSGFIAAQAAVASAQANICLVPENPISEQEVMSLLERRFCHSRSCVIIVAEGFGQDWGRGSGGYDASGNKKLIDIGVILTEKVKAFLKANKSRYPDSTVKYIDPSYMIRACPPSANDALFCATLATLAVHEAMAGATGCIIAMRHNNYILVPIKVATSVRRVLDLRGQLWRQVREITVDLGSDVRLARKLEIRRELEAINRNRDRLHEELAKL
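Activity is normalized to no-enzyme wells (full inhibition) and 1.25 nM enzyme wells (no inhibition). Reaction: 0.5 mM F6P, 0.1 mM ATP, 45 min RT, ADP-Glo luminescence; concentration-response curves fitted and classed by quality.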
* hit, by the source's call; i = inactive; u = inconclusive; x = not tested or not shown; [ ] = another dose, or the depositor's remark. Unless noted, the call rests on the fitted dose curve; in most records, active means well fitted curve in the direction sought with a large enough effect; inconclusive means small, poorly fitted or top-dose-only effect, or another doubt; inactive means no such curve, though single readings can be large; an effect the other way counts as inactive or inconclusive.

SMILES	ASM inhibitor	Eya2 inh	Integrin act MD	TCR activator	Mito fusion yeast	TSHR antag	ELG1 DNA repair	Chronic BCR inh	A-T KAP1 phos	TSG101-PTAP inh	Tb PFK block
O=C(N/N=C1/CC(c2ccccc2)Oc2ccccc21)C1CC1 (configuration not stated)	1.7%	-5.0%	-1.7%	-2.5%[46.1 µM]	-6.4%	0.4	6.5%	u	-2.5%	0.2%	-5.2%
CC1CCC(C(C)C)C(OP(=O)(c2ccc(N(C)C)cc2)C(O)c2cccnc2)C1 (configuration not stated)	x	-2.6%	x	-3.0%[46.1 µM]	-16.7%	-7.3	3.0%	1.8%	4.5%	x	-5.3%
CCN(CC)S(=O)(=O)c1cccc2cccnc12	-1.0%	18.5%	12.3%	1.1%	-3.0%	-5.5	-2.2%	14.8%	x	1.3%	-1.3%
Cc1ccccc1N/C(SCc1ccc(Cl)cc1)=C(/C#N)C(N)=O	-1.4%	-5.9%	-19.9%	-2.3%[46.1 µM]	8.4%	-4.7	-8.9%	u	2.8%	1.6%	-2.8%
CC(C)CCN(C(=O)Nc1ccc(Cl)cc1)C1CCN(C(C)C)CC1	2.6%	17.6%	4.4%	-12.1%	-0.3%	26.0	0.0%	8.7%	-0.1%	1.6%	-5.6%
O=S(=O)(NN1CCOCC1)c1ccc(Br)s1	1.4%	-3.2%	0.3%	-0.8%	-4.6%	23.7	u	11.7%	17.0%	-5.1%	-0.5%
CN1CCN(c2ccc(NC(=O)Cc3ccccc3)cc2)CC1	0.1%	11.8%	19.0%	10.1%	-8.2%	-0.5	u	1.5%	-20.8%	-3.9%	-14.1%
COC(=O)c1cccc(NC(=O)CN2CCN(Cc3ccccc3)CC2)c1	-0.5%	9.5%	8.4%	4.3%	-1.8%	-5.2	-0.7%	u	1.8%	-0.3%	5.8%
CCOC(=O)c1cn2nc(Oc3ccccc3)ccc2n1	0.9%	0.8%	20.3%	1.5%	4.9%	-0.8	u	4.5%	-5.4%	0.1%	0.5%
COc1ccc(CC(NC(C)=O)C(=O)NC2CCN(C(=O)c3ccc(OC)c(OC)c3)CC2)cc1OC (configuration not stated)	8.9%	1.7%	6.9%	-4.6%	1.9%	2.5	2.4%	-0.8%	1.1%[11.5 µM]	-0.3%	-1.5%
COC(=O)Cn1c(=O)c2c(nc3n2CCCN3CCc2ccc(OC)c(OC)c2)n(C)c1=O	-0.2%	-0.9%	-14.4%	4.8%	3.9%	-11.6	-8.5%	7.5%	0.0%	3.6%	0.7%
Cc1ccc2nc(C)c(C(=O)N/N=C/c3ccc(C(=O)O)cc3)cc2c1	5.1%	-5.1%	1.5%	0.6%	-10.8%	7.6	0.0%	6.0%	0.9%	-1.5%	-7.8%
Cc1cc(=O)[nH]c(SCC(=O)Nc2ccnc3ccccc23)n1	20.0%	5.9%	-11.7%	0.6%	0.2%	10.9	2.3%	-10.4%	9.8%	-3.1%	0.0%
CCOc1ccc(CN2CCN(Cc3ccc4cc(F)ccc4n3)CC2CCO)cc1 (configuration not stated)	6.8%	-22.7%	22.5%	-1.8%	-8.0%	-0.8	u	-1.9%	-2.0%	-0.6%	-1.4%
O=C(O)[C@H](Cc1ccccc1)NC(=O)C(c1ccccc1)(c1ccccc1)c1ccccc1	1.9%	10.0%	14.4%	-1.8%	2.0%	-5.8	2.2%	u	21.5%	-3.3%	-5.9%
O=C(C1COc2ccccc2O1)N1CCN(S(=O)(=O)c2cc(F)ccc2F)CC1 (configuration not stated)	-1.7%	-15.9%	0.9%	-13.0%	0.8%	-3.5	u	-3.2%	-4.1%	-6.9%	-1.4%
C[C@H](NC(=O)[C@@H]1Cc2ccccc2CN1C(=O)OC(C)(C)C)C(=O)NCC1CCCO1 (some centres not stated)	-1.0%	10.3%	0.9%	-8.3%	-0.3%	4.3	-7.2%	-10.4%	1.1%	-3.7%	2.2%
Cc1c(C(=O)N(C)C2CCCCC2)sc2ncnc(N3CCN(c4ccccc4F)CC3)c12	-9.5%	-4.8%	u	-8.4%	29.9%	-7.0	u	3.8%	2.4%	-3.5%	1.0%
CCN=C1SC(CC(=O)NC(C)c2ccccc2)C(=O)N1CC (configuration not stated)	2.1%	-0.8%	4.2%	4.4%	-0.8%	1.8	-0.2%	-1.5%	4.2%	1.8%	-0.6%
Cn1c(SCC(=O)n2c3c(c4ccccc42)CCCC3)nnc1-c1ccccc1	1.9%	20.0%	-13.4%	-19.7%	3.9%	-2.8	1.5%	-0.9%	1.5%	-6.1%	-2.4%
O=C(Oc1ccc2ccc(=O)oc2c1)C1CCCCC1	i	-6.3%	-6.9%	-2.2%[46.1 µM]	0.1%	12.1	-2.3%	-2.6%	3.2%	-0.1%	-12.6%
O=C(O)C(c1ccccc1)C1(O)CCCC1 (configuration not stated)	1.7%	-0.6%	0.6%	2.1%	6.4%	7.2	-11.9%	0.4%	1.1%	-5.3%	-3.4%
CCOc1ccccc1NC(=O)NCCc1c[nH]c2ccccc12	-4.3%	-12.4%	u	5.1%	-26.7%	3.5	-22.7%	u	0.0%	-2.4%	-1.1%
Cc1ccc(N2C(=O)CC(Sc3ccccc3C(=O)O)C2=O)cc1 (configuration not stated)	1.2%	-4.7%	-12.8%	-0.1%[46.1 µM]	0.0%	12.8	-0.3%	u	-1.8%	-1.9%	15.6%
COC(=O)c1ccc(NC(=S)NNC(=O)CC(C)C)cc1	4.3%	-2.1%	-1.6%	-5.0%[46.1 µM]	4.0%	17.5	12.3%	u	-12.6%	-0.9%	u
COC(=O)c1c(C)nc2ccccc2c1C(=O)O	4.2%	3.3%	2.3%	5.4%	-1.2%	2.5	17.8%	2.5%	13.3%	-4.6%	29.2%
CCCc1cc(=O)oc2c(C)c(OC(C)C(=O)NCC(O)c3ccccc3)ccc12 (configuration not stated)	7.7%	-9.3%	-10.4%	2.3%	5.2%	-2.8	-0.7%	-2.1%	1.8%	-5.1%	4.3%
COc1c(Cl)cc(Cl)cc1C(=O)Nc1ccc(NC(=O)c2cccs2)cc1	-14.4%	-21.3%	-5.8%	-44.5%	5.8%	-16.1	u	u	8.2%	-1.2%	2.0%[0.46 µM]
Cc1cccc(OCC(=O)Nc2ccccc2-c2ccccc2)c1	-1.3%	-8.5%	29.1%	0.8%[46.1 µM]	u	-1.7	-14.3%	6.8%	10.1%	-0.3%	2.9%
C=CCn1c(SCC(=O)Nc2cc(C)nn2-c2ccccc2)nnc1C1CCCCC1	3.1%	-24.5%	-10.8%	5.6%	0.6%	-7.9	u	27.3%	4.3%	-0.3%	3.1%
Cc1ccc(NC(=O)CSc2ccccc2NC(=O)c2cccc(Cl)c2)cc1Cl	1.8%	-9.0%	7.5%	1.9%[46.1 µM]	0.1%	-7.0	1.1%	0.4%	7.0%	u	0.0%
CC(C)c1nnc(NC(=O)CC23CC4CC(CC(C4)C2)C3)s1	-0.8%	18.7%	6.4%	1.2%	-5.2%	-3.7	21.5%	2.0%	-0.5%	-1.0%	0.5%

Already shown: an excerpt of the list.
SMILES	ASM inhibitor	Eya2 inh	Integrin act MD	TCR activator	Mito fusion yeast	TSHR antag	ELG1 DNA repair	Chronic BCR inh	A-T KAP1 phos	TSG101-PTAP inh	Tb PFK block
O=C(N/N=C1/CC(c2ccccc2)Oc2ccccc21)C1CC1 (configuration not stated)	1.7%	-5.0%	-1.7%	-2.5%[46.1 µM]	-6.4%	0.4	6.5%	u	-2.5%	0.2%	-5.2%
CC1CCC(C(C)C)C(OP(=O)(c2ccc(N(C)C)cc2)C(O)c2cccnc2)C1 (configuration not stated)	x	-2.6%	x	-3.0%[46.1 µM]	-16.7%	-7.3	3.0%	1.8%	4.5%	x	-5.3%
